# CDK5 inh: inhibitors of human CDK5/p35 kinase, primary screen, biochemical, single concentration. Cyclin-dependent kinase 5 (Homo sapiens) + Cyclin-dependent kinase 5 activator 1 (Homo …. Recombinant CDK5/p35, ADP-Glo luminescence, 60 min. 330,000 compounds, 0.01% hits. AID 488839, 2010. inhibition, % at 10 µM;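 active means highest replicate inhibition of at least 50% and at least 75% of replicates reaching 50%; inconclusive means only one of the two criteria met; inactive means both criteria failed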;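 further: plate controls were DMSO neutral control for no effect and GW8510 at 10 µM for full effect; many of its hits are not listed in these tables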
# Wnt bcat act: Wnt/beta-catenin pathway activators, primary screen, cell-based, plate reader, single point | Wnt/beta-catenin reporter cell assay, activator | activation, % at 9.35 µM | 300,000 compounds, 1.2% hits; in the data active means activation above about 30%, passing the limit was not always enough; inconclusive means no clear call, values can overlap the other calls;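 further: 0% = neutral control wells and 100% = positive control wells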
# PvdQ inh: P. aeruginosa PvdQ acylase inhibitors, primary screen, biochemical, fluorescence, plate reader and imaging, single point; purified PvdQ acylase; PvdQ acylase [Pseudomonas aeruginosa LESB58]; 340,000 compounds, 0.063% hits; inhibition, % at 10 µM; in the data active means inhibition above about 30%, passing the limit was not always enough; inconclusive means no clear call, values can overlap the other calls;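 further: 0% = vehicle neutral wells and 100% = reference inhibitor wells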
# MITF TRPM1 HTS: activators of MITF-driven TRPM1 promoter reporter, primary screen, cell-based, SK-MEL-5, luciferase, single point. SK-MEL-5 TRPM1-promoter luciferase, 24 h; % of positive control, neutral wells = 0. activation, % at 12.5 µM. 300,000 compounds, 0.75% hits. AID 588334, 2011;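 active means mean activation of at least 80% with every replicate also reaching 80%; inconclusive means mean reaches 80% but some replicate falls short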;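 further: 0% = neutral control wells and 100% = parthenolide positive control wells; values of inactives mirror those of a sister screen read the other way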
# NSD2 HMT inh: NSD2 histone methyltransferase inhibitors, primary screen, biochemical, AlphaScreen, single concentration, set 2; NSD2 peptide methylation, 120 min; inhibition, % at 12.5 µM; AID 743445, 2014; Histone-lysine N-methyltransferase NSD2 (Homo sapiens), O96028; 310,000 compounds, 0.54% hits; in the data active means inhibition above about 50%
# HTR5A inv ctr: HTR5A inverse agonists in luminescence cell assay, primary screen, counter-screen for OPRM1-OPRD1 heterodimer inverse agonist project, full-deck HTS; 5-hydroxytryptamine receptor 5A (Homo sapiens), P47898; HTR5A cell line, inverse agonism; inhibition, % at 9.3 µM; 340,000 compounds, 0.083% hits; AID 504634, 2011; in the data active means inhibition mostly above about 23%, no sharp cut-off; inactive means mostly below about 18%;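 further: 0% = cells with DMSO and 100% = no-cell wells with DMSO; some compounds called inactive have numbers as strong as hits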
# Target sequence (P47898 whole entry, looked up): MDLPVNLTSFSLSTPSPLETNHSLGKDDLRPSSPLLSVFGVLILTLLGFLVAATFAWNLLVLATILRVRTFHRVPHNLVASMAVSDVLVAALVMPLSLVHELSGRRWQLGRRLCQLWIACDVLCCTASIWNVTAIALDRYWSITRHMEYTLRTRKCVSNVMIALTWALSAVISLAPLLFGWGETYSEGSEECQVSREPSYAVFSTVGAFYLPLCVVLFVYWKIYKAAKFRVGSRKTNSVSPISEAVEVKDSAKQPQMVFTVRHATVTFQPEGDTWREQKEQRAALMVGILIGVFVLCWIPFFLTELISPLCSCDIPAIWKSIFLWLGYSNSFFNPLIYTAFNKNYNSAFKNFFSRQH
# dFosB activator: activators of delta FosB homodimer, primary screen, biochemical, fluorescence polarization, TAMRA-CDK5 oligo, single point; activation, % at 25 µM; purified delta FosB; percent of positive-control signal above neutral wells; 340,000 compounds, 0.99% hits;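 active means mean activation above about 17%, with every replicate also reaching it, limit read from the data, passing the limit was not always enough; inconclusive means only one of the two conditions met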;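 further: fluorescence polarization rise as delta FosB binds a TAMRA Cdk5 AP-1 oligo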
# SR-BI HDL uptake: inhibitors of SR-BI mediated HDL lipid uptake, primary screen, ldlA[mSR-BI] cells, fluorescence, single point; Scavenger receptor class B member 1 (Mus musculus), Q61009; ldlA[mSR-BI] CHO cells, DiI-HDL uptake fluorescence, 3 h; inhibition, % at 12.5 µM; 320,000 compounds, 0.96% hits;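 active means mean replicate inhibition of at least 70% and a set share of replicates each scoring 70 or more; inconclusive means meets just one of the two criteria; inactive means fails both criteria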;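 further: 0% = median of neutral control wells and 100% = median of positive control wells; values of inactives mirror those of a sister screen read the other way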
# Target sequence (Q61009 whole entry, looked up): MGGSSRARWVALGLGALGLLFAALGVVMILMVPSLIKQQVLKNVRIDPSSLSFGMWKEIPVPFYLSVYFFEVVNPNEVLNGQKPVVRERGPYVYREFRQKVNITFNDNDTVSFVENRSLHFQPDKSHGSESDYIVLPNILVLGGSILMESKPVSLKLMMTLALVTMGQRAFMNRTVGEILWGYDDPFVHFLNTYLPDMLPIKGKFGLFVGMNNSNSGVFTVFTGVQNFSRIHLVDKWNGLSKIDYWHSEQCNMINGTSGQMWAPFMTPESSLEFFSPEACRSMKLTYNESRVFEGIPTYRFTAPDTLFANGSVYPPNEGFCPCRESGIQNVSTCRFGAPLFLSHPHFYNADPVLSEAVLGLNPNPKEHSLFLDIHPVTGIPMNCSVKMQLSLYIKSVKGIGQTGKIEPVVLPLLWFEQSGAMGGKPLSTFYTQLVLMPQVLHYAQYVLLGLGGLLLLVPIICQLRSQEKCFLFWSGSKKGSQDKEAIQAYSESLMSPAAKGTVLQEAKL
# V-ATPase pHluor: regulators of yeast V-ATPase proton pumping, primary screen, pHLuorin cytosolic pH fluorescence; S. cerevisiae; response, % at 10 µM; 350,000 compounds, 0.37% hits; AID 504577, 2011; in the data active means response mostly above about 7.3%, no sharp cut-off; inactive means mostly below about 5.4%; further: actives read high; inactives centre near 0; some compounds called inactive have numbers as strong as hits; reference of the scale not given here
# HTR5A ag ctr: HTR5A agonists in luminescence cell assay, primary screen, counter-screen for OPRM1-OPRD1 heterodimer agonist project, full-deck HTS | 5-hydroxytryptamine receptor 5A (Homo sapiens), P47898 | cell-based | activation, % at 9.3 µM | 340,000 compounds, 0.61% hits; in the data active means activation mostly above about 9.5%, no sharp cut-off; inactive means mostly below about 7.6%;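 further: 0% = cells with vehicle only and 100% = reference agonist; strong numbers were not always called active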
# * marks the source's active call; other numbers are inactive results; ? = inconclusive; . = not tested or not shown. The order is random; any-hit rate near 5%.
SMILES,CDK5 inh,Wnt bcat act,PvdQ inh,MITF TRPM1 HTS,NSD2 HMT inh,HTR5A inv ctr,dFosB activator,SR-BI HDL uptake,V-ATPase pHluor,HTR5A ag ctr
O=C(C1=C[C@H](c2ccc(C(F)(F)F)cc2)C[C@H](OCc2ccc(CO)cc2)O1)N1CCN(Cc2ccccc2)CC1,-2.0,0,-27,13,.,-45,-7,-25,3,2
CCC(=O)NC(=S)NNC(=O)c1ccc(OC)cc1,2.8,.,-5,-20,1,19,-3,-21,1,-8
Nc1nonc1-n1nnc(C(=O)N/N=C/c2ccccc2O)c1CN1CCCC1,0.0,-3,1,-15,.,-13,5,.,-2,5
Oc1ccc(/C=N/Nc2ncc(Br)cn2)c(O)c1,7.2,.,-6,9,1,5,-7,12,-2,-2
O=C(Nc1nccs1)C(=O)c1c[nH]c2ccccc12,-0.3,59*,-9,?,-2,8,5,1,-2,0
COc1cc(OC)cc(-n2nnnc2SCC(=O)NCCc2ccc(OC)c(OC)c2)c1,0.1,-1,-7,-1,1,-4,-3,13,-1,0
CC(C)=CCC/C(C)=C/C=N/NC(=O)c1ccc([N+](=O)[O-])cc1,-4.8,.,-22,1,-1,-2,-6,56,-2,-1
COCC1CCN(C(=O)c2ccc3oc(Cc4ccccc4)nc3c2)C1 (stereo not drawn),-0.5,10,-1,18,0,4,-10,-6,-2,-3
c1ccc(Cn2nnnc2C(c2cccs2)N2CCCCCC2)cc1 (stereo not drawn),0.1,-3,-2,0,.,16,-6,30,-1,-1
CN(Cc1ccccc1)C(=O)c1cccc(N2C(=O)C3CC=CCC3C2=O)c1 (stereo not drawn),0.0,-1,-15,-2,-2,8,3,4,3,-2
COC(=O)c1ccc(NCCC(=O)O)cc1,-0.5,-3,15,-8,1,-26,3,-10,2,3
CC1CCCN(C(=O)c2ccc3c(c2)C(=O)N(CCC2=CCCCC2)C3=O)C1 (stereo not drawn),-1.1,-7,-2,-13,.,-2,-12,30,-2,1
CC(=O)c1cccc([N+](=O)[O-])c1,-0.8,-3,10,9,.,-6,7,-4,-1,1
CC1(C)c2[nH]c3ccccc3c2C[C@@H]2C(=O)N(Cc3ccco3)C(=O)N21,0.9,25,1,10,.,-20,-2,36,-4,-1
COc1ccc(Oc2nc3c(c(=O)n(C)c(=O)n3C)n2Cc2ccccc2)cc1,-0.1,.,-5,-6,-3,21,-5,2,14,-1
Cc1cc(=O)n2nc(N3CCCC(C(=O)NCCCN4CC(C)CC(C)C4)C3)sc2n1 (stereo not drawn),1.8,1,-6,8,2,5,0,-22,-4,1
N#CC(Cc1ccc(OC(F)F)cc1)c1nc2ccccc2[nH]1 (stereo not drawn),-0.7,25,6,91*,-2,3,-5,10,-2,0
CCOC(=O)C1=C(C)N(CCCC(=O)O)C(=O)NC1c1ccccc1 (stereo not drawn),-3.6,-1,1,-2,.,-3,4,-16,3,2
O=C1CN=C(Nc2cccc(C(F)(F)F)c2)N1C1CCCC1,3.8,.,20,6,-1,6,0,7,6,1
COc1ccc(C)cc1NC(=O)CCN1CC(C)OC(C)C1 (stereo not drawn),5.5,-6,-6,-6,-7,-31,-3,4,0,1
Cc1cc(C)n(-c2ccc(C(=O)OCC(=O)N3CCN(c4ccccc4)CC3)cc2)n1,-0.6,5,-9,.,-1,-1,-6,34,-1,0
CCOc1ccc2[nH]c(O)c(NC(C)=O)c2c1,-0.5,.,7,-15,-6,-30,-7,1,3,6
Cc1cccc(N2CCN(C(=O)CS(=O)(=O)Cc3nc(-c4ccccc4F)oc3C)CC2C)c1 (stereo not drawn),3.2,-1,11,.,.,-13,-15,43,-3,4
Cn1c2ccccc2c2c(C(=O)NCC3CCCO3)cn(C3CCCC3)c(=O)c21 (stereo not drawn),-0.2,.,-8,3,.,-6,-9,19,1,3
OCCC1CN(Cc2cccn2-c2ncccn2)CCN1Cc1ccc(F)cc1 (stereo not drawn),2.0,-2,-8,6,0,-28,-6,.,-5,-3
O=C(O)CSCC(=O)c1ccccc1,0.4,11,-15,2,-2,-3,-4,1,-1,2
CCOC(=O)c1oc2ccc(S(=O)(=O)n3nc(-c4ccccc4)cc3N)cc2c1C,-2.2,-2,-17,-21,.,0,-13,33,0,0
COc1ccc(N2CCN(CC(=O)c3ccc(O)c(C)c3O)CC2)cc1,.,-2,-10,2,-3,15,-5,17,1,-4
COc1cc(OC)cc(C(=O)N2CCC3(CC2)NCCc2[nH]cnc23)c1,1.2,1,-6,-2,-6,-22,1,-2,-3,2
CC(C)CCNC(=O)NC(=O)COc1ccccc1C#N,-0.2,5,5,8,-2,-7,1,-20,-2,1
Cc1noc(C)c1C(=O)N(CC(=O)NC1CCCC1)Cc1ccccc1F,0.7,0,15,-2,1,5,1,-26,0,2
COc1ccc(OC)c(NC(=O)c2cccnc2Sc2ccccc2)c1,0.1,.,0,13,1,-7,7,-37,-3,1
CC(=O)Nc1ccc(C(=O)c2ccccc2)cc1,-1.5,.,-22,7,-1,1,-5,9,-4,2
O=C(Nc1nnc(C2CC2)s1)c1cc2ccccc2o1,-1.1,?,-5,66,1,-17,-19,14,-2,2
O=C1NC(=O)/C(=C\c2ccc(OCc3cccc([N+](=O)[O-])c3)cc2)N1,0.1,-4,-15,21,-4,-20,31*,18,-1,3
Cc1cc([N+](=O)[O-])ccc1Nc1nc2ccccc2n2cnnc12,1.4,4,-19,12,-2,0,-4,1,-1,0
Cc1cc(C2=NNC(=Nc3ccccc3)SC2)c(C)n1C,-2.2,-1,-8,77,-3,1,-4,-4,2,-1
Nc1nc(SCC(=O)Nc2ccc(OC(F)(F)F)cc2)[nH]c(=O)c1NC(=O)c1ccc(Br)o1,-0.4,-2,8,11,3,12,2,-7,0,-5
Cc1cccc(NC(=O)c2csnn2)n1,0.3,-2,4,18,-2,-5,-1,-9,-2,2
O=C(/C=C/c1ccco1)N1CCN(S(=O)(=O)c2cccs2)CC1,-0.5,-3,-3,-7,.,-14,-4,-18,1,5

# The final 7 records of the section above open the next one:
SMILES,CDK5 inh,Wnt bcat act,PvdQ inh,MITF TRPM1 HTS,NSD2 HMT inh,HTR5A inv ctr,dFosB activator,SR-BI HDL uptake,V-ATPase pHluor,HTR5A ag ctr
O=C(Nc1nnc(C2CC2)s1)c1cc2ccccc2o1,-1.1,?,-5,66,1,-17,-19,14,-2,2
O=C1NC(=O)/C(=C\c2ccc(OCc3cccc([N+](=O)[O-])c3)cc2)N1,0.1,-4,-15,21,-4,-20,31*,18,-1,3
Cc1cc([N+](=O)[O-])ccc1Nc1nc2ccccc2n2cnnc12,1.4,4,-19,12,-2,0,-4,1,-1,0
Cc1cc(C2=NNC(=Nc3ccccc3)SC2)c(C)n1C,-2.2,-1,-8,77,-3,1,-4,-4,2,-1
Nc1nc(SCC(=O)Nc2ccc(OC(F)(F)F)cc2)[nH]c(=O)c1NC(=O)c1ccc(Br)o1,-0.4,-2,8,11,3,12,2,-7,0,-5
Cc1cccc(NC(=O)c2csnn2)n1,0.3,-2,4,18,-2,-5,-1,-9,-2,2
O=C(/C=C/c1ccco1)N1CCN(S(=O)(=O)c2cccs2)CC1,-0.5,-3,-3,-7,.,-14,-4,-18,1,5
Cc1ccc(S(=O)(=O)N2CCCN(S(=O)(=O)c3ccccc3Br)CC2)cc1,0.9,-2,-9,7,.,4,-2,20,2,-1
CCCOc1ccc(Cc2c(O)nc(SC)[nH]c2=O)cc1C,0.0,12,-3,5,2,-31,1,-13,1,4
CN(C(=O)COC(=O)c1cccc(S(=O)(=O)N(C)c2ccccc2)c1)C1CCCCC1,-3.3,-5,-5,1,-1,8,-11,9,0,-3
CCN(Cc1ccccc1)C(=O)CCNS(=O)(=O)c1ccc2c(c1)CC(C)N2C(C)=O (stereo not drawn),-0.7,-2,-11,2,19,13,-7,-14,4,0
CC1Cc2ccccc2N1Cc1ccc([N+](=O)[O-])cc1 (stereo not drawn),0.5,-4,-7,0,10,-36,-1,.,1,13
Cc1ccc(NC(=O)Cn2c(O)c(N=NC(=O)c3cc4ccccc4cc3O)c3ccccc32)cc1,1.2,1,15,-40,16,-34,-11,-14,0,9
Cc1cccc(C(=O)NNC(=O)CN2C(=O)c3ccccc3C2=O)c1,0.4,1,-7,-2,-1,-6,-7,-15,-4,2
CCOC(=O)C1CCCN(S(=O)(=O)c2cc(Br)cc3c2N(C(=O)C2CC2)CC3)C1 (stereo not drawn),0.8,.,-4,-4,-4,-22,1,16,5,-1
O=c1c([N+](=O)[O-])cccn1Cc1cccc(Cl)c1,-1.5,0,-5,-5,-1,7,-2,-32,1,-2
COc1ccc(OC)c(NC(=O)N2CCCc3ccccc32)c1,-1.3,-1,-4,-10,0,11,-8,40,-2,-2
Fc1ccc2cc(-c3ccccc3)ncc2c1,1.5,33*,9,92*,.,-1,-1,3,-2,4
CCOc1ccc2nc3sc(C(=O)N4CCOCC4)c(N)c3cc2c1,0.2,?,-2,14,12,-29,-8,.,4,3
O=C(NCCc1ccccn1)c1cncc(Br)c1,3.4,-1,-11,9,-1,-15,0,.,4,5
CCOC(=O)CCc1c(C)nc(SCCN2CCCC2)c(C#N)c1C,-1.9,-11,-16,22,.,-5,-14,64,-3,5
COc1ccc(NC(=O)Nc2ccc3c(c2)CC(=O)N([C@H](C)CO)C[C@@H](C)[C@H](CN(C)C(=O)Nc2ccccc2)O3)cc1,2.1,-1,4,3,.,-9,2,70*,4,0

# Source: PubChem
